Bioassay records: PubChem BioAssay, National Center for Advancing Translational Sciences (NCATS)
VP16 counter = Gal4-VP16 reporter inhibition counter-screen; Drosophila S2 Gal4-VP16 UAS-luciferase, luminescence, 20 h; Potency, µM (series often up to 53.6 µM), for inactives: top-dose activity, negative = inhibition, hits mostly inhibitors; AID 2546; actives 3.5% (n = 310,000);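 note: Gal4-VP16 expression switched on by copper sulfate through the metallothionein promoter; % is set by controls: 0 for no effect and ±100 for the full control effect; nearly all actives have a fitted effect of over 50% in size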
FLuc counter = inhibits or activates purified firefly luciferase, miR-21 counter-screen; P08659; purified FLuc, Km substrates, luminescence inhibition; Potency, µM (series often up to 57.5 µM), for inactives: at the top dose activity change, negative = inhibition, hits mostly inhibitors; actives 6.9% (n = 360,000); AID 588342;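 note: plate controls were vehicle for no effect and reference inhibitor for full effect; nearly all actives have a fitted effect of over 55% in size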
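Purified P. pyralis luciferase (10nM final) with 10uM D-luciferin and 10uM ATP (Km levels) in 50mM Tris acetate pH 7.5, 10mM Mg acetate, 0.01% Tween-20, 0.05% BSA; qHTS 6-point titration, ~60 µM downward; luminescence read.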
NPC1 prom act = activators of NPC1 promoter; Potency, µM (top dose mostly 9.22 µM), without a hit: top-dose activation, hits mostly activators; AID 485313; actives 2.4% (n = 320,000); Huh7 NPC1 promoter luciferase reporter, 24 h;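 note: % of control where 0% means no effect; nearly all actives have a fitted effect of over 60% in size; reporter is driven by a mutant NPC1 promoter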
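Luminescence read-out of NPC1 promoter-driven luciferase in stably transfected Huh7 cells; compounds delivered in DMSO and left 24 h at 37C, 5% CO2, qHTS titration format.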
CXXC DNA block = MLL CXXC-DNA interaction inhibition. Potency, µM (highest dose often 115 µM), without a hit: at the highest dose activity change, negative = inhibition, hits mostly inhibitors. MLL-CXXC / FITC-HOXA9 DNA fluorescence polarization. actives 0.037% (n = 290,000). Q03164; active = well fitted inhibition curve with a large enough effect in the polarisation, with a control signal flat, not every such curve was filed as active; inconclusive = small, poorly fitted or top-dose-only effect, or effect the other way, or a change in a side signal; inactive = no such curve, though single readings can be large or run the other way; the % refers to the polarisation
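Steps: dispense CXXC domain solution (7 uM) → pin compounds or unlabeled HOX-A9 DNA control → 5 min ambient → add FLSN-HOX-A9 solution (50 nM) → spin → 30 min ambient → fluorescence polarization. Tris pH 7.5/NaCl/DTT/BSA buffer.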
p53 reactivation = restores transcriptional activity of mutant p53; H1299 p53-A138V BP100-luciferase reporter, luminescence, 24 h; Potency, µM (doses to about 92.2 µM), inactives show at the highest dose activity change, positive = activation, actives largely listed as activators; actives 0.063% (n = 320,000); AID 504706; note: % of control where 0% means no effect; nearly all actives have a fitted effect of over 45% in size
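p53-null H1299 cells stably carrying temperature-sensitive p53-A138V and a BP100-luciferase reporter were pinned with compounds (4-point, 1:5 series) and held 24 hrs at 37 deg C. Luminescence was read 10 min after detection reagent.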
RORg inh = inhibitors of mouse ROR gamma transcriptional activity. Drosophila S2 Gal4-RORgamma UAS-luciferase reporter, 20 h. Potency, µM (doses to about 53.6 µM), for the others: at the highest dose activity change, negative = inhibition, usual class: inhibitors. actives 5.4% (n = 310,000). AID 2551; note: % is set by controls: 0 for no effect and ±100 for the full control effect; nearly all actives have a fitted effect of over 60% in size
Target sequence (P51450 whole entry, looked up, the tested form may be a part): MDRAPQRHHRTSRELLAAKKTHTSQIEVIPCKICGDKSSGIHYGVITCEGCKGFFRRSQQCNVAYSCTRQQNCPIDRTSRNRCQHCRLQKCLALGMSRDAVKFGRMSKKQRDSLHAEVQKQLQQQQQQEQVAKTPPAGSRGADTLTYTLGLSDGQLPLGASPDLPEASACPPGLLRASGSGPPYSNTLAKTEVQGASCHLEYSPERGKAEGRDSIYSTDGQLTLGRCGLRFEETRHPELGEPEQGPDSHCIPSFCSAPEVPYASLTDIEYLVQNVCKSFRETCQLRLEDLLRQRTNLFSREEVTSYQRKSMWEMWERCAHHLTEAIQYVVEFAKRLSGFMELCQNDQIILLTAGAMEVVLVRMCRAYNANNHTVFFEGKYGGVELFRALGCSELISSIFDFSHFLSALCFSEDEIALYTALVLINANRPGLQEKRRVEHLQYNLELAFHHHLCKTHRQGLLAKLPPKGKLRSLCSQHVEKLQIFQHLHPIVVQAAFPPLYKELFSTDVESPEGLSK
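Drosophila S2 cells stably expressing Gal4-DBD/mouse RORγ fusion under metallothionein promoter plus UAS-luciferase; compound 1 h, then 700 uM CuSO4 induction for 20 h at ambient temperature; inhibition read as reduced luminescence.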
ELG1 genotox = genotoxicity induction in ELG1-luciferase HEK293T cells; HEK293T ELG1-luciferase reporter, luminescence, 16 h; Potency, µM (highest dose often 46 µM), for the others: at the top dose activity change, positive = activation, hits mostly activators; actives 1.3% (n = 330,000); AID 504466; note: % of control where 0% means no effect; nearly all actives have a fitted effect of over 60% in size
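Genotoxic stress is detected as increased luminescence from luciferase-tagged ELG1 in HEK293T cells, measured with ONE-Glo after a 16 hr treatment at 37 °C.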
uPA generation = inhibitors of cell surface uPA generation. cell surface uPA generation assay, qHTS. Potency, µM (series often up to 38.3 µM), inactives show at the top dose activity change, negative = inhibition, actives largely listed as inhibitors. actives 0.31% (n = 330,000). AID 540303; active = well fitted inhibition curve with a large enough effect; inconclusive = small, poorly fitted or top-dose-only effect; inactive = no such curve, though single readings can be large or run the other way; tested in mouse RAW 264.7 cells; note: % is set by controls: 0 for no effect and ±100 for the full control effect; nearly all actives have a fitted effect of over 55% in size
MBNL1 CUG block = MBNL1-poly(CUG) RNA binding inhibition; actives 0.036% (n = 280,000); Potency, µM (top dose mostly 57.5 µM), without a hit: top-dose activity change, negative = inhibition, usual class: inhibitors; TR-FRET MBNL1-His/biotin-(CUG)12 binding, 665/545 ratio; Q9NR56; active = well fitted inhibition curve with a large enough effect in the signal ratio, with a control signal flat, not every such curve was filed as active; inconclusive = small, poorly fitted or top-dose-only effect, or effect the other way, or a change in a side signal; inactive = no such curve, though single readings can be large or run the other way; the % refers to the signal ratio; note: % is set by controls: 0 for no effect and ±100 for the full control effect
Target sequence (Q9NR56 whole entry, looked up): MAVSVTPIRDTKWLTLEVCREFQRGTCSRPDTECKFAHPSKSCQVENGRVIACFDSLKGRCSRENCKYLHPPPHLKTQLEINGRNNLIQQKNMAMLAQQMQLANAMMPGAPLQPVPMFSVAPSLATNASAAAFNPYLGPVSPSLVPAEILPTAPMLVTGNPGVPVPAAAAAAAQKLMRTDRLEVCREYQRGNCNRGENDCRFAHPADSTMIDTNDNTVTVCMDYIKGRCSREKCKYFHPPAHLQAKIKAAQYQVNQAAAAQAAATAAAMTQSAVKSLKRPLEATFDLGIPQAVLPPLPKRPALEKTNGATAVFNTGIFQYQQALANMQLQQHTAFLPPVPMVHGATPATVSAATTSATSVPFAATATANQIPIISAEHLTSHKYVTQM
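TR-FRET readout: Ex 340 nm, 665/545 nm emission ratio, normalized to buffer-only (basal) and MBNL1-(CUG)12 controls. Complex of MBNL1-His with Biotin-(CUG)12, compounds 92 nM–58 uM, incubated 60 min at room temperature.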
Rab9 promoter act = activates the Rab9 promoter; AID 485297; actives 2.8% (n = 320,000); Potency, µM (series often up to 9.22 µM), inactives show at the highest dose activation, negative = inhibition, usual class: activators; Huh7 Rab9 promoter-luciferase reporter, luminescence, 24 h; note: % of control where 0% means no effect; nearly all actives have a fitted effect of over 60% in size
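Luciferase signal after 10 min detection reagent at ambient indicates Rab9 promoter upregulation; stably transfected Huh7 cells were treated 24 h with compound in DMSO at 37 °C, 5% CO2.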
BRCA1 expr act = activators of BRCA1 expression; AID 624202; actives 1.1% (n = 380,000); Potency, µM (doses to about 46.1 µM), without a hit: at the top dose activation, usual class: activators; MCF7-BRCA1-FFLuc reporter, luminescence, 48 h; response scale: scaled: vehicle 0%, 10 µM genistein 100%; note: nearly all actives have a fitted effect of over 80% in size; some results filed as inactive show a strong effect at the top dose
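Reporter cells (MCF7, BRCA1 promoter-firefly luciferase) received library compounds across a concentration series for 48 h. End-point luminescence was measured and concentration-effect curves derived after normalization.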
* = called active by the depositor; u = inconclusive; x = no result given; [ ] = remark or other dose. Unless noted, calls come from the whole dose curve; as a rule, active = well fitted curve in the direction sought with a large enough effect; inconclusive = small, poorly fitted or top-dose-only effect, or another doubt; inactive = no such curve, though single readings can be large; an effect the other way counts as inactive or inconclusive. Potency is the fitted concentration of half-maximal effect.

item | SMILES | VP16 counter | FLuc counter | NPC1 prom act | CXXC DNA block | p53 reactivation | RORg inh | ELG1 genotox | uPA generation | MBNL1 CUG block | Rab9 promoter act | BRCA1 expr act
1 | COC(=O)c1ccc2c(=O)n(Cc3ccco3)c(SCC(=O)Nc3cc(C)on3)nc2c1 | -4% | -2% | -6% | -6% | 9% | 3% | u | -7% | 0% | -1% | -27%
2 | Cc1ccc(-c2noc(CNCCCN(C)C)n2)cc1 | 12% | -3% | 17% | 10% | 4% | 2% | u | -7% | 11% | 23% | 67%
3 | Cc1ccc(C(C)(C)C)cc1S(=O)(=O)NC(=O)c1ccccc1 | -8% | -13% | 1% | 9% | 6% | 17% | 0% | 2% | 2% | 1% | 0%
4 | Cc1ccc(CNC(=O)CCC2CCCN(Cc3c(C)nn(C(C)C)c3C)C2)o1 (configuration not stated) | 0% | -1% | -1% | -4% | 3% | -5% | -1% | -16% | -8% | -3% | 0%
5 | COc1cc(Cl)c(C)cc1NC(=O)CN1CCN(C(=O)C2CC2)CC1 | x | x | -21% | x | -4% | x | -2% | u | x | -14% | -40%
6 | Cc1ccc(Oc2ncccc2NC(=O)CC(CC(=O)O)c2ccccc2)c2c1CCC2 (configuration not stated) | -5% | -2% | 3% | 5% | -2% | -1% | 0% | 2% | 2% | -6% | 3%
7 | CCOc1ccc(N(C)S(=O)(=O)c2ccc(C)c(C(=O)Nc3nnc(C4CC4)s3)c2)cc1 | x | 5% | 0% | x | 1% | x | -3% | 0% | x | -5% | -19%
8 | CCOC(=O)C1CCCN(C(=O)c2cc(S(=O)(=O)N3CCCCCC3)ccc2OC)C1 (configuration not stated) | x | -1% | -4% | x | 3% | x | -3% | -5% | x | -3% | -10%

Next part, overlapping the part above by four compounds.
item | SMILES | VP16 counter | FLuc counter | NPC1 prom act | CXXC DNA block | p53 reactivation | RORg inh | ELG1 genotox | uPA generation | MBNL1 CUG block | Rab9 promoter act | BRCA1 expr act
5 | COc1cc(Cl)c(C)cc1NC(=O)CN1CCN(C(=O)C2CC2)CC1 | x | x | -21% | x | -4% | x | -2% | u | x | -14% | -40%
6 | Cc1ccc(Oc2ncccc2NC(=O)CC(CC(=O)O)c2ccccc2)c2c1CCC2 (configuration not stated) | -5% | -2% | 3% | 5% | -2% | -1% | 0% | 2% | 2% | -6% | 3%
7 | CCOc1ccc(N(C)S(=O)(=O)c2ccc(C)c(C(=O)Nc3nnc(C4CC4)s3)c2)cc1 | x | 5% | 0% | x | 1% | x | -3% | 0% | x | -5% | -19%
8 | CCOC(=O)C1CCCN(C(=O)c2cc(S(=O)(=O)N3CCCCCC3)ccc2OC)C1 (configuration not stated) | x | -1% | -4% | x | 3% | x | -3% | -5% | x | -3% | -10%
9 | c1ccc(OCCN2C3=NCCN3c3ccccc32)cc1 | -7% | 3% | -1% | 0% | -2% | -19% | -6% | -4% | -4% | -6% | -9%
10 | Nc1ccc(C(=O)OCc2nc3cc4ccccc4cc3[nH]2)cc1 | -8% | u | 1% | -6% | 1% | -1% | -6% | 1% | 12% | 15% | 0%
11 | O=Nc1ccc(O)c2ncccc12 | 5.6µM* | -8% | -32%[inhibitor] | -13% | -14% | 1.6µM* | u | u | x | -37%[inhibitor] | -72%
12 | O=C(CN1CCC(Cc2ccccc2)CC1)NC(=O)NCc1ccccc1 | 2% | 1% | 1% | 3% | -5% | 16% | 0% | 4% | -2% | 0% | -2%
13 | N#Cc1c(-c2ccccc2)nc(N2CCCCCC2)[nH]c1=O | 4% | -1% | -3% | -1% | 4% | -2% | -2% | x | 0% | -3% | -14%
14 | Cc1cccc(N(CC(=O)N2CCOCC2)S(C)(=O)=O)c1 | 0% | -2% | 1% | 0% | 4% | -7% | 0% | 8% | 0% | -2% | 3%
15 | CCOc1c(Nc2cccc(Cl)c2)c(=O)c1=O | -4% | -5% | -5% | -2% | 0% | -20% | 4% | -1% | 7% | -5% | -6%
16 | CCCCC(=O)Nc1ccc(C(=O)N2CCN(C)CC2)cc1 | 6% | 2% | -2% | -8% | 1% | -15% | -1% | -4% | 0% | 0% | 3%
17 | COc1ccccc1NC(=O)C1=C(C)Nc2nc3ccccc3n2C1c1cccs1 (configuration not stated) | u | 3% | -22% | -2% | -1% | 11µM* | 1% | -8% | 11% | -30% | -76%
18 | CCn1c(C)cc(C(=O)CSc2nnnn2C2CCCC2)c1C | x | 1.9µM* | 0.71µM* | x | u | x | u | 0% | x | 0.71µM* | u
19 | CCNS(=O)(=O)c1ccc(OC)c(C)c1 | -1% | 0% | 2% | 5% | -5% | 0% | 0% | 0% | -3% | -5% | -4%
20 | CCn1c2ccccc2c2cc(NC(=O)CNC)ccc21 | 2% | -1% | -4% | 0% | -6% | -25% | -5% | -3% | -7% | 0% | -24%
21 | CC(C)(CNC(=O)CCNC(=O)c1ccc(Br)cc1)N1CCOCC1 | x | -3% | 2% | x | -4% | x | -2% | 15% | x | -2% | -9%
22 | CC1(C)c2cc(O)ccc2OC1N1CCOCC1 (configuration not stated) | -11% | -3% | 3% | 0% | 2% | -10% | -7% | -2% | 11% | -1% | -24%
23 | O=C(Nc1cccc(Cl)c1)c1cnccn1 | 1% | -12% | 3% | -5% | 18% | 42% | 14% | -2% | -6% | 25% | 73%
24 | CCN(CC)CCn1c2c(c(SCC(=O)NCc3ccccc3)nc1=O)CCCC2 | x | 7% | -3% | x | 4% | x | -1% | 2% | x | 1% | -6%
25 | Cc1[nH]c2ccccc2c1/C=N/Nc1ccccn1 | u | 24µM* | -7% | 8% | -3% | u | 0% | x | 6% | 14% | x
26 | O=C1C=C(O)CC(c2cccs2)C1 (configuration not stated) | -8% | -2% | -2% | -1% | -1% | -1% | -3% | x | -9% | -6% | 0%
27 | CCOC(=O)C1CCN(c2nc3ccccc3nc2C(C#N)C(=O)OCCOC)CC1 (configuration not stated) | -3% | 0% | -5% | 10% | 16% | -16% | -7% | -1% | 16% | -2% | -2%
28 | CN1CCN(C(=O)C2CCCN(S(=O)(=O)c3ccc(Cl)cc3)C2)CC1 (configuration not stated) | -12% | -2% | 1% | -12% | -12% | 25% | -2% | 3% | 0% | -3%[1.84 µM] | -6%
29 | COC(=O)[C@@H](NC(=O)CCc1nnc(-c2ccsc2)o1)C(C)C | 14% | -15% | 1% | 8% | 8% | 0% | 7% | 0% | -7% | 10% | 1%
30 | Cc1ccc(NC(=O)c2cc(-n3cnnc3)ccc2Cl)c(C)c1 | 8% | -1% | 2% | -1% | -14% | 3% | 1% | 0% | u | 2% | -11%
31 | O=C1OCCC1Sc1nnc(-c2ccco2)o1 (configuration not stated) | -6% | -2% | 0% | -1% | -4% | 24% | 2% | -1% | 1% | 7% | 11%
32 | CCOc1ccccc1N1CN(CC)CNC1=S | -2% | -1% | -2% | -7% | -2% | u | -2% | 2% | -10% | -2% | -1%
33 | COc1ccc(/C=C/C(=O)OCC(=O)NC2CCCC(C)C2C)cc1S(=O)(=O)N1CCOCC1 (configuration not stated) | -9% | -8% | 0% | 17% | -8% | 24% | 3% | 2% | -8% | -9% | -4%
34 | COc1ccc(NC(=O)C(NC(=O)c2ccc(=O)[nH]c2)c2ccccc2)cc1 (configuration not stated) | -12% | -2% | 0% | -1% | 4% | -5% | 9% | 2% | -5% | 0% | -9%
35 | CCCS/C(N)=N/N=C/c1ccccc1O | 1.4µM* | 9.5µM* | 2.8µM* | -1% | u | 0.63µM* | 3.2µM* | -3% | -1% | 2.5µM* | 49%
36 | COc1cc(OC)c2c(-c3cccc(-c4ccc(O)cc4)c3)cc(=O)oc2c1 | u | x | x | x | -5% | -1% | -2% | u | x | x | -60%

Quoted from the listing:
For VP16 counter, entry 35 is entered as 1.4µM*
For FLuc counter, entry 33 is entered as -8%
For Rab9 promoter act, entry 34 is entered as 0%

Some of the entries so far, with values under each structure:
Below each SMILES: VP16 counter, FLuc counter, NPC1 prom act, CXXC DNA block, p53 reactivation, RORg inh, ELG1 genotox, uPA generation, MBNL1 CUG block, Rab9 promoter act, BRCA1 expr act
35	CCCS/C(N)=N/N=C/c1ccccc1O
→ 1.4µM*, 9.5µM*, 2.8µM*, -1%, u, 0.63µM*, 3.2µM*, -3%, -1%, 2.5µM*, 49%
36	COc1cc(OC)c2c(-c3cccc(-c4ccc(O)cc4)c3)cc(=O)oc2c1
→ u, x, x, x, -5%, -1%, -2%, u, x, x, -60%

The list is partial; count on the stated rates, not on these rows.
